# T cell modulator – T cell immune modulators affecting CD8 T cell-vesicle binding | 2C CD8+ T cell-vesicle binding, flow cytometry; stronger effect = lower value | calls only at 7 µM | 330,000 tested, 0.068% active | AID 2052;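 active = response, share of CD8 T cells binding vesicles, and their 90th percentile fluorescence all below set limits, cut at about 80% in these data, passing the limit was not always enough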
#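 System: murine 2C transgenic CD8+ T lymphocytes; also added: QL9-loaded Drosophila micro-vesicles; times: binding 1.5 h at 37 °C; measured by: flow cytometry, PE anti-B7-1 (FL2) versus Alexa647 anti-CD8 (FL8), PFA-fixed; control set: Peptide-free naked vesicles (low) and QL9 vesicles with 0.7% DMSO vehicle (high)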
# T cell modulator vesicle-bound % – also measured in T cell modulator; calls as there; double positive events, %; measured here: CD8+ vesicle-bound cell fraction;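 binding gate set so that unloaded-vesicle control wells show 10% double positive cells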
# * = called active by the depositor; i = inactive.
SMILES,T cell modulator,T cell modulator vesicle-bound %
O=C1CCC(C(=O)Nc2ccc([N+](=O)[O-])cc2)N1 (stereo not drawn),i,71
COCCCNC(CC(=O)Nc1cc(C)cc(C)c1)C(=O)O (stereo not drawn),i,28
O=C1c2ccccc2C(=O)N1CCCCc1cn(C[C@H]2CC[C@@H]([C@@H]3CC[C@H](Cn4cc(CCCCN5C(=O)c6ccccc6C5=O)nn4)O3)O2)nn1,i,14
Cc1cc(C)nc(NS(=O)(=O)c2ccc(NC(=O)COc3ccccc3F)cc2)n1,i,30
O=C(COC(=O)c1ccc2ncsc2c1)Nc1ccccc1Br,i,33
C[C@H](CO)N1C[C@H](C)[C@@H](CN(C)C(=O)Nc2ccc3c(c2)OCO3)Oc2ccc(NC(=O)Nc3ccc4c(c3)OCO4)cc2C1=O,i,8
O=C(COC(=O)/C=C/c1cccc(Cl)c1)NC(=O)NCc1ccccc1,i,5
Cc1ccc(S(=O)(=O)N2CCCCC2)cc1NC(=O)CSc1nnc(C2CC2)n1C,i,46
Cc1cc(OCc2cccc(S(=O)(=O)N3CCOCC3)c2)ccc1Cl,i,41
CC(C)C(NS(=O)(=O)c1cccs1)C(=O)N1CCC(C(N)=O)CC1 (stereo not drawn),i,18
C=CCCN(Cc1ccccc1)S(=O)(=O)c1cc(Br)ccc1Br,i,17
COc1ccc(OC)c(S(=O)(=O)Nc2cccc3ccc(O)cc23)c1,i,43
O=C(CSc1ccc([N+](=O)[O-])cc1)OCC(=O)N1CCCC1=O,i,36
COc1ccc(C(=O)NC(C(=O)NCC2(N3CCCCC3)CCCCC2)C(C)C)cc1 (stereo not drawn),i,51
CC(C)CN(C(=O)c1cccc(Cl)c1)c1c(N)n(Cc2ccccc2)c(=O)[nH]c1=O,i,44
O=S(=O)(NCC(c1ccco1)N1CCCCC1)c1ccccc1C(F)(F)F (stereo not drawn),i,15
COc1ccc2sc(-c3ccc(N(C)C)cc3)c(C#Cc3cncn3C)c2c1,i,18
CCN1C(=O)[C@H]2[C@@H](c3ccc(-c4ccc(F)cc4)c(OC)c3)N3CCCC[C@@]3(C(=O)OC)[C@H]2C1=O,i,18
c1ccc(-c2nccc3ccccc23)cc1,i,23
CCc1noc(C)c1C(=O)N1CC(C)SC1=Nc1ccc(Cl)cc1 (stereo not drawn),i,45
Cc1cccnc1NC(=O)CNC(=O)c1ccccc1,i,39
CC(C)(C)[C@@H]1COC(=O)[C@@H](Cc2ccc(F)cc2)C/C=C\C[C@H](CC(=O)N(CCO)Cc2ccccc2)C(=O)N1,i,11
COc1ccccc1N1CC(C(=O)NC2CCCCCC2)CC1=O (stereo not drawn),i,55
CC(C)c1cccc(-c2ccc3c(c2)S(=O)(=O)c2cccc(C(=O)O)c2C3=O)c1,i,43
CCC(C)N(C(=O)CSc1nncn1C)C1CCS(=O)(=O)C1 (stereo not drawn),i,54
COc1ccc(C(CNC(=O)c2c(C)nn(Cc3ccccc3)c2Cl)N2CCOCC2)cc1 (stereo not drawn),i,40
NC(=O)C1(c2ccccc2)OC1c1ccccc1 (stereo not drawn),i,32
COCC(C)NC(=O)CSc1nc2cc(S(=O)(=O)N3CCCCC3)ccc2o1 (stereo not drawn),i,40
O=C(CNC(=O)c1ccccc1F)OC1CCOC1=O (stereo not drawn),i,5
CC(NC(=O)c1ccc2c(c1)OCO2)c1cccc(C(F)(F)F)c1 (stereo not drawn),i,2
Cc1ccc(S(=O)(=O)Nc2cc(S(=O)(=O)N3CCOCC3)ccc2NCC2CCCO2)cc1 (stereo not drawn),i,38
O=C(Nc1cccc(S(=O)(=O)N2CCCCC2)c1)C1COc2ccccc2O1 (stereo not drawn),i,25
COc1ccc(S(=O)(=O)N2CCOCC2)cc1NC(=O)CSc1nnc(C2CC2)n1C,i,52
O=C(COC(=O)c1ccc2c(c1)OCO2)Nc1ccccc1Cl,i,40
CC(C)(C)OC(=O)C[C@H]1C/C=C\C[C@H](CC(=O)N[C@H](CO)Cc2ccccc2)C(=O)N[C@H](Cc2ccccc2)COC1=O,i,30
O=C(Nc1cccc(S(=O)(=O)NCc2ccco2)c1)c1ccc(Cl)cc1,i,39
CC(C)NC(=O)Nc1ccc2c(c1)C(=O)N([C@H](C)CO)C[C@H](C)[C@@H](CN(C)S(=O)(=O)c1ccc(F)cc1)O2,i,16
O=C(Nc1cc(S(=O)(=O)N2CCOCC2)ccc1N1CCOCC1)c1c(F)cccc1Cl,i,48
Cc1n[nH]c(=O)c2c(NC(=O)CSc3cc(Cl)ccc3Cl)oc(C)c12,i,30
O=S(=O)(c1ccc(F)cc1)N1CCN(S(=O)(=O)c2ccc3c(c2)OCCO3)CC1,i,34
O=C(CN1CCN(C(=O)CNC(=O)c2ccc3c(c2)OCO3)CC1)Nc1ccc(F)cc1,i,36
COc1ccc(C2=C3C(=O)OCC3Cc3ncn(Cc4ccccc4)c32)cc1 (stereo not drawn),i,39
CCO[C@@H]1OC(C(N)=O)=C[C@H](C2CC2)[C@H]1CCCO,i,10
COc1cccc(CC(=O)NN2C(=O)NC3(CCCCC3)C2=O)c1,i,29
Cc1cccc(C)c1OCC(=O)NNC(=O)CCCn1c(=O)oc2ccccc21,i,29
CCN1CCN(C(=O)C2CCN(C(=O)Nc3ccccc3)CC2)CC1,i,8
CCN(C(=O)COC(=O)c1[nH]c(C)c(C(C)=O)c1C)c1c(N)n(Cc2ccccc2)c(=O)[nH]c1=O,i,46
O=S(=O)(c1ccccc1)[C@@]1(c2ccccc2)C[C@@H]2ON=C(c3cccc(-c4ccccc4)c3)[C@@H]2C1,i,30
Cc1cc(C)cc(OCC(=O)N2CCN(c3ncccn3)CC2)c1,i,25
O=C(O)C1=CC[C@@H](c2ccc(Cl)cc2)N(S(=O)(=O)c2ccc(Cl)cc2)[C@H]1c1ccc(Br)cc1,i,21
CN(C(=O)CCCN1C(=O)c2ccccc2C1=O)C1CCCCC1,i,46
C=CCC[C@H](Cc1ccc(F)cc1)C(=O)OC[C@@H](Cc1c[nH]c2ccccc12)NC(=O)[C@@H](CC=C)CC(=O)N(CCO)Cc1ccccc1,i,25
COCc1ccccc1C1=CC(=O)C[C@H](c2ccc(F)cc2)C1,i,41
CCOc1cc(/C=C(\C(=O)O)c2ccc(S(=O)(=O)N3CCCC3)s2)ccc1OC,i,34
COc1ccc(OC)c(-n2c(SCC(=O)NCC3CCCO3)nc3ccccc3c2=O)c1 (stereo not drawn),i,50
Cc1ccc(OCCC(=O)NNC(=O)c2nn(C)c(=O)c3ccccc23)cc1,i,45
CN(C)C/C=C/C(=O)Nc1cccc(-c2c[nH]c3ncnc(Oc4ccc(NC(=O)CC(=O)Nc5ccc(F)cc5)cc4F)c23)c1,i,15
COc1cc(OC)cc(-c2c(-c3ccc(F)cc3)c3cc(-c4cccc5[nH]ccc45)ccc3n2C)c1,i,34
COc1cc(C(C)=O)ccc1OCC(=O)NC(=O)Nc1ccc(C)cc1C,i,38
CC(=O)C[C@@H](O)CC(=O)[C@H]1OC(=O)[C@H](C)C/C=C\Cc2ccccc21,i,8

# 2 of the compounds above, with each value named:
> Cc1cccc(C)c1OCC(=O)NNC(=O)CCCn1c(=O)oc2ccccc21
- T cell modulator: i
- T cell modulator vesicle-bound %: 29

> CCN1CCN(C(=O)C2CCN(C(=O)Nc3ccccc3)CC2)CC1
- T cell modulator: i
- T cell modulator vesicle-bound %: 8

# Later entries.
SMILES,T cell modulator,T cell modulator vesicle-bound %
COCCCn1c(SCC(=O)N2CCOCC2)nc2cc(Cl)ccc2c1=O,i,43
O=S(=O)(c1ccc(=S)[nH]c1)N1CCCCCC1,i,39
CSCC[C@H](NC(=O)[C@@H]1CSC2c3ccccc3C(=O)N21)C(=O)N1CCC[C@H]1CO (stereo partly drawn),i,34
O=C(O)Cc1cccc2ccccc12,i,29
CNC[C@H]1Oc2c(NS(=O)(=O)c3ccc(OC)cc3)cccc2C(=O)N([C@H](C)CO)C[C@@H]1C,i,7
CC(Oc1ccccc1)C(=O)OCC(=O)Nc1sccc1C(N)=O (stereo not drawn),i,38
COc1ccccc1C(CNC(=O)CNC(=O)c1ccccc1Cl)N1CCCC1 (stereo not drawn),i,36
CCOc1ccc(S(=O)(=O)Nc2ccc(C(=O)NCc3ccncc3)cc2)cc1,i,9
Cc1nn(CC(=O)NC2(C#N)CCCCC2)c(C)c1[N+](=O)[O-],i,58
CCCSc1nnc(NC(=O)CSc2nc3[nH]c(=O)cc(O)c3s2)s1,i,14
COc1ccc(S(=O)(=O)N(C)C[C@H]2Oc3c(NC(=O)NC(C)C)cccc3C(=O)N([C@H](C)CO)C[C@@H]2C)cc1,i,12
O=C(CNC(=O)c1ccc(Br)o1)NNC(=O)c1ccc(Cl)cc1,i,38
O=C(OCC(=O)N1CCCCCC1)c1ccccc1Br,i,28
COc1ccccc1OCCNC(=O)CCNC(=O)c1ccccc1OC,i,15
CCOc1ccc(NC(=O)COc2ccc(S(=O)(=O)N3CCOCC3)cc2)cc1,i,31
CC(=O)Nc1ccc(NC(=O)C(C)OC(=O)c2c(NC(C)=O)sc(C)c2C)cc1 (stereo not drawn),i,6
O=C(COC(=O)c1ccc2ccccc2n1)Nc1ccccc1Br,i,35
CCOC(=O)C1CCN(C(=O)c2cc(S(=O)(=O)N3CCOCC3)ccc2C)CC1,i,38
CCC1Nc2ncnc(N3CCCCC3)c2N(Cc2ccc(OC)cc2)C1=O (stereo not drawn),i,11
Cc1ccc(C)c(OCCC(=O)Nc2ccccc2C(=O)NC2CC2)c1,i,33
COc1ccccc1OCCC(=O)NNC(=O)c1ccccc1F,i,47
Nn1c(=S)[nH]c2sc3c(c2c1=O)CCCC3,i,50
CCOC(=O)C1CCCN(C(=O)c2sc3nc4n(c(=O)c3c2C)CCC4)C1 (stereo not drawn),i,36
O=C1CCC([N+](=O)[O-])C(c2ccc(C(F)(F)F)cc2)N1 (stereo not drawn),i,56
CC(C(=O)N(C)CC(=O)Nc1ccccc1C(F)(F)F)N1C(=O)c2ccccc2C1=O (stereo not drawn),i,34
Cc1ccc(S(=O)(=O)N2CCOCC2)cc1NC(=O)CSc1nnc(C2CC2)n1C1CC1,i,32
Cc1csc(CNc2ncnc3ccc(-c4cccc(Cl)c4)cc23)c1,i,28
COc1ccc(C(=O)Nc2ccc(S(=O)(=O)N3CCN(C)CC3)cc2)cc1,i,31
Cc1cc(C(=O)Nc2ccc(C)c(S(=O)(=O)N3CCOCC3)c2)c2ccccc2n1,i,28
COC(=O)c1cccc(-n2sc3ccccc3c2=O)c1,i,16
COc1ccc(-c2sc3ccc(N4CCOCC4)cc3c2-c2ccc(O)cc2)cc1,i,20
Cc1cccc(C)c1NC(=O)CN(C)CC(=O)c1c(N)n(Cc2ccccc2)c(=O)n(C)c1=O,i,41
COc1cc2cc(CCCOC(=O)c3ccc4c(c3)OCO4)oc(=O)c2cc1OC,i,24
COc1ccc(-c2nnn(CC(=O)Nc3ccc4c(c3)OCCO4)n2)cc1OC,i,40
Cc1cc(C)c(NC(=O)CSCc2c(C)noc2C)c(C)c1,i,33
CC[C@@H](C)[C@@H]1CN([C@@H](CN2CCC[C@H]2CN2C(N)=NC[C@H]2C(C)C)C(C)C)C(=N)N1CCCC1CCCC1,i,12
O=C(CN1C(=O)NC2(CCCC2)C1=O)NC(c1ccccc1)c1ccccc1,i,48
Cc1nn(Cc2ccccc2Cl)c(C)c1C(=O)N(C)CC(=O)Nc1cccc(F)c1,i,47
COc1ccc(OC)c(NC(=O)COC(=O)[C@H](Cc2ccccc2)NC(=O)c2ccco2)c1,i,55
COCCn1c(SCC(=O)NN2C(=O)NC(C)(c3ccccc3)C2=O)nnc1-c1ccncc1 (stereo not drawn),i,26
Cc1ccc(NS(=O)(=O)c2ccc3[nH]c(=O)oc3c2)cc1Cl,i,24
COc1cc(NC(=O)COC(=O)CNC(=O)C2CCCCC2)cc(OC)c1,i,9
COc1cc(/C=C/C(=O)Nc2cccc(S(=O)(=O)N3CCOCC3)c2)ccc1OCC#N,i,36
CC1CC1C(=O)N(C)CC(=O)Nc1ccccc1Br (stereo not drawn),i,40
COc1ccc(-c2c(-c3ccccc3OC)oc3ccccc23)cc1F,i,48
Cc1cc(=O)n2[nH]c(SCc3c(F)cccc3Cl)nc2n1,i,39
O=C(C[C@H]1C/C=C\CC[C@@H](Cc2ccc(F)cc2)C(=O)O[C@@H](c2ccccc2)CNC1=O)N[C@H](CO)Cc1ccccc1,i,4
O=C(COC(=O)c1ccccc1)Nc1ncc([N+](=O)[O-])s1,i,40

# In the list so far, these have an NH in an aromatic ring:
SMILES,T cell modulator,T cell modulator vesicle-bound %
CC(C)CN(C(=O)c1cccc(Cl)c1)c1c(N)n(Cc2ccccc2)c(=O)[nH]c1=O,i,44
Cc1n[nH]c(=O)c2c(NC(=O)CSc3cc(Cl)ccc3Cl)oc(C)c12,i,30
CCN(C(=O)COC(=O)c1[nH]c(C)c(C(C)=O)c1C)c1c(N)n(Cc2ccccc2)c(=O)[nH]c1=O,i,46
C=CCC[C@H](Cc1ccc(F)cc1)C(=O)OC[C@@H](Cc1c[nH]c2ccccc12)NC(=O)[C@@H](CC=C)CC(=O)N(CCO)Cc1ccccc1,i,25
CN(C)C/C=C/C(=O)Nc1cccc(-c2c[nH]c3ncnc(Oc4ccc(NC(=O)CC(=O)Nc5ccc(F)cc5)cc4F)c23)c1,i,15
COc1cc(OC)cc(-c2c(-c3ccc(F)cc3)c3cc(-c4cccc5[nH]ccc45)ccc3n2C)c1,i,34
O=S(=O)(c1ccc(=S)[nH]c1)N1CCCCCC1,i,39
CCCSc1nnc(NC(=O)CSc2nc3[nH]c(=O)cc(O)c3s2)s1,i,14
Nn1c(=S)[nH]c2sc3c(c2c1=O)CCCC3,i,50
Cc1ccc(NS(=O)(=O)c2ccc3[nH]c(=O)oc3c2)cc1Cl,i,24
Cc1cc(=O)n2[nH]c(SCc3c(F)cccc3Cl)nc2n1,i,39

# Screening data deposited in PubChem BioAssay by NMMLSC.

# A portion of the library (hit frequency here may not be typical).
